Bioassay records: PubChem BioAssay, several laboratories
RBBP9 inhibitor – human RBBP9 inhibitors, primary screen, biochemical, fluorescence polarization, FP-Rh probe, HTS; inhibition, % at 7.94 µM; recombinant RBBP9; AID 1515, 2009; hit rate 0.2% among 220,000;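 active = inhibition above the campaign mean of all tested compounds plus 3 SD, cut at about 14% in these data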;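 also: plate controls were DMSO wells with RBBP9 for no effect and wells lacking RBBP9 protein for full effect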
Target sequence (O75884 whole entry, looked up): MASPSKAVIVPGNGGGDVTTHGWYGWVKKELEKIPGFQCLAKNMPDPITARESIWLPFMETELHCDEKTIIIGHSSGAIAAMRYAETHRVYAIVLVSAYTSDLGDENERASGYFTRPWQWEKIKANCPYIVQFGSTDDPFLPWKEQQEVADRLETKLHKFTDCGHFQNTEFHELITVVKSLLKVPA
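System: RBBP9 protein / Quantity: 2.5 µM RBBP9 dispensing solution, before mixing / Also added: Serine-hydrolase probe FP-Rh, 375 nM pre-mixing / Dosing: 7.94 µM single dose, 0.794% DMSO / Timing: enzyme-compound preincubation 30 min, then probe labeling 45 min, 25 °C / Signal: FP readout at 525/598 nm / Controls: DMSO-treated enzyme wells and wells lacking RBBP9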
S1P4 antagonist – S1P4 receptor antagonists, primary screen, cell-based; Sphingosine 1-phosphate receptor 4 (Homo sapiens), O95977; S1P4-expressing cells, antagonist mode, reporter read-out; inhibition, % at 4.98 µM; hit rate 0.26% among 220,000; in the data active = inhibition above about 29%;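 also: 0% = wells stimulated with agonist and 100% = vehicle wells without agonist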
Target sequence (O95977 whole entry, looked up): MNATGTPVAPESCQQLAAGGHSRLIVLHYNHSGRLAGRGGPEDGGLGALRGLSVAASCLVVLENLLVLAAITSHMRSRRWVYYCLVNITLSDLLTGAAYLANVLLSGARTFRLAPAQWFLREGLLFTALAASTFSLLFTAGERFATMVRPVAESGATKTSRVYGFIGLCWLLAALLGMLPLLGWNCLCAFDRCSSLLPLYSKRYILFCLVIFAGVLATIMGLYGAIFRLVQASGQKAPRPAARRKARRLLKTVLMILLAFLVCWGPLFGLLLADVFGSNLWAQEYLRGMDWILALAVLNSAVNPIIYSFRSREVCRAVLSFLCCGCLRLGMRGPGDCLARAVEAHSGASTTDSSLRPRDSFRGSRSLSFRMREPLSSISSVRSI
NPY Y1 blocker – NPY-Y1 receptor antagonists, primary screen, cell-based; inhibition, % at 3.6 µM; HEK293-CNG Y1 cells, membrane potential fluorescence; NPY at EC95, then isoproterenol; hit rate 1% among 200,000; Neuropeptide Y receptor type 1 (Homo sapiens), P25929;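 active = inhibition above the campaign mean inhibition of all tested compounds plus 3 SD, cut at about 20% in these data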;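 also: 0% = DMSO wells given NPY plus isoproterenol and 100% = isoproterenol alone without NPY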
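Assay system: HEK293 cells with Y1 receptor plus CNG channel | Probe or stimulus: NPY (25 nM), isoproterenol (1 µM), Ro 20-1724 (25 µM) | Timing: Compound incubation 1 h at room temperature, readout 45 min post-stimulation | Measured by: Membrane-potential fluorescent dye readout | Benchmarks: High control isoproterenol alone, low control NPY with isoproterenol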
Ba/F3 V617F tox – reduced viability of JAK2V617F-dependent Ba/F3 cells, primary screen, JAK2V617F inhibitor project, cell-based, Ba/F3 EpoR-JAK2V617F, luminescence. hit rate 1.1% among 220,000. AID 1446, 2008. ATP luminescence. inhibition, % at 5.6 µM;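 active = inhibition above the campaign mean plus 3 SD over all tested compounds, cut at about 24% in these data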;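 also: cytokine-independent growth of Ba/F3 cells driven by EpoR plus mutant JAK2; 0% = DMSO-treated cells and 100% = JAK inhibitor I control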
NPY-Y1 PAM-ag – NPY-Y1 receptor potentiators or agonists, primary screen, cell-based; Neuropeptide Y receptor type 1 (Homo sapiens), P25929; NPY-Y1 expressing cells, potentiator/agonist activation; hit rate 0.37% among 220,000; activation, % at 3.6 µM; AID 1304, 2008; in the data active = activation above about 33%, passing the limit was not always enough;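 also: cells stimulated with NPY at EC10 then isoproterenol at EC100; 0% = low agonist plus stimulus and 100% = saturating agonist plus stimulus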
BaF3 tox – parental Ba/F3 cell viability inhibition, counter-screen for JAK2V617F inhibitor project, murine pro-B, CellTiter-Glo luminescence; AID 1486, 2009; inhibition, % at 5.6 µM; CellTiter-Glo ATP luminescence; hit rate 1.1% among 220,000;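 active = inhibition above a per-campaign cutoff, the mean inhibition of all tested compounds plus 3 SD, cut at about 27% in these data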;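 also: 0% = DMSO wells and 100% = JAK Inhibitor I control wells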
S1P4 agonist – S1P4 receptor agonists, primary screen, cell-based; activation, % at 4.98 µM; S1P4-expressing cell line, agonist reporter assay; Sphingosine 1-phosphate receptor 4 (Homo sapiens), O95977; hit rate 0.35% among 220,000; in the data active = activation above about 11%;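 also: 0% = DMSO vehicle and 100% = reference agonist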
NPY2 pot ag – NPY-Y2 potentiators or agonists, primary screen, cell-based | activation, % at 3.6 µM | Neuropeptide Y receptor type 2 (Homo sapiens), P49146 | hit rate 0.45% among 220,000 | cells expressing NPY-Y2, potentiator/agonist read-out; in the data active = activation above about 27%;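 also: cells stimulated with NPY near EC25 plus isoproterenol at EC100; 0% = vehicle plus submaximal agonist and 100% = vehicle plus saturating agonist; some results beyond the cut were filed as inactive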
Target sequence (P49146 whole entry, looked up): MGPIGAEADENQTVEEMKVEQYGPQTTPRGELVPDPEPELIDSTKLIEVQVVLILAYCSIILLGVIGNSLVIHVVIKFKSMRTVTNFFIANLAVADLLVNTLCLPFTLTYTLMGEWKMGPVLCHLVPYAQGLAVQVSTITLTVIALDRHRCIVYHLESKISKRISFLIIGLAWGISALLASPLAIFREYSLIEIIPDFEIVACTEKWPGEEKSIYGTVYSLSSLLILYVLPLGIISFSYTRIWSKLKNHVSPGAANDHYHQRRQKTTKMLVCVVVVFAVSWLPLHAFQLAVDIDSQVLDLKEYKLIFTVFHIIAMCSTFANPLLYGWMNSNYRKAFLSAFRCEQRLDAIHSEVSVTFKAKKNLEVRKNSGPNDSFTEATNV
Runt-CBFb FRET – inhibitors of RUNX1 Runt–CBFb binding, primary screen, biochemical, FRET, Cerulean-Runt, Venus-CBFb, uHTS; Cerulean-Runt/Venus-CBFb FRET ratio 530/480, 1 h; inhibition, % at 20 µM; hit rate 0.46% among 220,000; Runt-related transcription factor 1 (Homo sapiens) + Core-binding factor subunit beta …;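 active = inhibition over about 50% at 20 µM in the single-dose screen, limit read from the data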;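 also: 0% = DMSO wells and 100% = excess unlabeled CBFb competitor control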
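Assay system: Cerulean-tagged RUNX1 Runt domain (FRET donor) fusion protein / Amount: 100 nM each of Venus-CBFb and Cerulean-Runt domain / Medium: Tris buffer pH 7.5 with salts and BSA / Also added: Venus-CBFb 100 nM / Schedule: 1 h complex formation plus 1 h compound treatment, room temperature / Signal: FRET fluorescence / Read-out: loss of energy transfer signal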
* marks the source's active call; other numbers are inactive results; . = not tested or not shown. Compounds as they come; any-hit rate near 3.6%.

SMILES | RBBP9 inhibitor | S1P4 antagonist | NPY Y1 blocker | Ba/F3 V617F tox | NPY-Y1 PAM-ag | BaF3 tox | S1P4 agonist | NPY2 pot ag | Runt-CBFb FRET
CC(C)(C)NC(=O)C(c1ccccc1)N(C(=O)c1csnn1)C1CC1 (configuration not stated) | 0 | -6 | -1 | -1 | 1 | 2 | 0.4 | -7 | 0
CCOc1ccc2c(c1)C(C)=CC(C)(C)N2S(=O)(=O)c1ccc(C)cc1 | 4 | 4 | 57* | 79* | -28 | 77* | -0.5 | -24 | 3
COC(=O)c1cc(OC)c(OC)cc1NC(=O)c1c(-c2ccccc2Cl)noc1C | -4 | -12 | 6 | -1 | -12 | 5 | -3.0 | -10 | -14
O=C1CC(c2ccc3c(c2)OCO3)c2cc3c(cc2N1)OCCO3 (configuration not stated) | -10 | -6 | 3 | 3 | 14 | 5 | -1.7 | 14 | 3
CC(C)(C)C(=O)NC1(C(F)(F)F)N=C2SCCN2C1=O (configuration not stated) | -3 | -3 | 2 | 0 | -1 | 4 | -2.6 | -5 | 0
COc1ccc(C(=O)NC(=S)NCc2ccccc2)cc1OC | -7 | -14 | -4 | 0 | 9 | 4 | 1.6 | -13 | -1
COCCNC(=O)c1cnn2c(C(F)(F)F)cc(-c3ccc4c(c3)OCO4)nc12 | 0 | -9 | -1 | -1 | 5 | -1 | 2.5 | 3 | -126
Cc1cc(Oc2ccc(N)cn2)cc(C)c1Cl | -8 | 18 | . | 7 | 16 | 3 | 1.7 | -1 | 2
COc1ccc(C2CC(=O)c3cnc(N)nc3C2)c(OC)c1 (configuration not stated) | 2 | -7 | 0 | 3 | 21 | 5 | 0.0 | -1 | -1
NS(=O)(=O)c1ccc(NC(=O)CN2CCCc3ccccc32)cc1 | -7 | 1 | . | -2 | 16 | 2 | 0.3 | -1 | -3
O=C(COc1cccnc1[N+](=O)[O-])N1CCN(S(=O)(=O)c2ccccc2)CC1 | -1 | -41 | -5 | 1 | 3 | 7 | -1.6 | 3 | 1
O=C(Nc1ccccc1Cl)C(Cl)C(=O)c1ccccc1 (configuration not stated) | -10 | 20 | -2 | 0 | 4 | 1 | -0.3 | 10 | -1
Cc1ccccc1NC(=S)Nc1ccccn1 | 0 | 7 | . | 1 | 0 | -2 | 0.2 | 2 | 16
Nc1ccc(-n2c(N)c(C(=O)NCc3ccc4c(c3)OCO4)c3nc4ccccc4nc32)cc1 | 12 | 10 | -2 | 0 | 6 | 2 | 0.7 | 26 | .
CC(C)CN(CC(C)C)C(=S)Nc1ccc(Cl)cc1 | 6 | 1 | 1 | 33* | 20 | 43* | 0.4 | 4 | 0
O=C(c1ccc([N+](=O)[O-])cc1)n1nc(-c2ccccc2)nc1NCc1ccc(F)cc1 | -1 | -11 | 1 | -2 | -13 | 2 | 0.2 | 5 | 0
Cc1c(NC(=O)COC(=O)COc2ccc(Nc3ccccc3)cc2)c(=O)n(-c2ccccc2)n1C | -3 | -4 | 8 | 0 | 8 | 5 | -0.2 | -4 | 2
O=S(=O)(NCCC1CC1(Cl)Cl)c1ccc(Cl)cc1 (configuration not stated) | -3 | 5 | . | 4 | -4 | -4 | -0.5 | -18 | 1
Cc1cccc(C)c1NC(=S)/C(=C(\[O-])c1cccs1)[n+]1ccccc1 | -1 | -6 | -2 | -1 | -7 | 0 | -0.6 | -11 | 4
COc1ccc(Cl)cc1-c1nc(SCC(=O)NC2CC2)n[nH]1 | -4 | -18 | 1 | 4 | -2 | 2 | 1.7 | 9 | 1
COc1ccc(C(=O)NNC(=O)CSc2nnc(C)n2C)cc1 | -9 | -9 | 4 | 1 | 14 | 12 | -0.3 | -6 | 0
COc1ccc(CCn2c(C)nc3c(c(=O)c4ccccc4n3C)c2=O)cc1 | -5 | -12 | -5 | -2 | -19 | 1 | 0.5 | -9 | 0
O=C(CSc1nncc2ccccc12)N1CCOCC1 | -8 | 2 | 0 | 2 | 2 | -1 | 0.2 | 2 | 0
CN(C)c1oc(-c2ccccc2F)nc1C#N | -6 | -12 | -1 | -3 | -3 | 1 | -0.2 | -6 | 2
CC1(C)Cc2c(c(-c3ccccc3)[nH]c(=O)c2C#N)CO1 | -4 | -11 | -1 | -4 | -6 | -1 | 0.1 | 2 | 0
CCC(C(=O)O/N=C(\N)c1ccccc1)c1ccccc1 (configuration not stated) | -11 | 6 | 10 | 1 | -8 | 3 | -2.3 | -10 | -5
CCn1c(SCC(=O)N2CCCc3ccccc32)nc2ccccc2c1=O | -8 | 2 | 8 | 0 | -6 | 4 | -0.4 | 1 | -2
S=C(NCc1ccccc1)Nc1ccc2cn[nH]c2c1 | 3 | -18 | . | -1 | -8 | -8 | 2.0 | -5 | 1
O=C(Cc1cccs1)N1CCN=C1SCc1ccc(F)cc1 | -1 | -5 | -4 | -3 | 5 | -4 | -0.5 | -2 | 1
Cc1cc(C)n(CC(=O)N/N=C/c2cc([N+](=O)[O-])ccc2O)n1 | -8 | -5 | 1 | -5 | 7 | 0 | 2.4 | 1 | 1
O=C(Cn1c(C(=O)N2CCc3ccccc3C2)cc2sccc21)c1ccccc1 | -7 | 1 | 4 | -2 | -3 | 0 | 0.5 | 4 | 0
CNC(=O)c1cccnc1Nc1cccc(C(F)(F)F)c1 | 0 | -45 | -1 | 0 | -8 | 7 | 33* | 1 | 0
CCOc1[nH]n(-c2ccccc2)c(=O)c1C=NCc1cccnc1 | -2 | -16 | 3 | 0 | 4 | 13 | 2.5 | 6 | -1
COc1cc(C(=O)/C=C/Nc2ccc(NC(C)=O)cc2)cc(OC)c1OC | 0 | -13 | 2 | -1 | -5 | 7 | 0.7 | 1 | -3
O=C(CCSCc1ccccc1Cl)NCc1cccs1 | -8 | 2 | 10 | 1 | -6 | 0 | 1.9 | -4 | -2
COc1ccc2nc(N/C(N)=N/S(C)(=O)=O)nc(C)c2c1 | 1 | 12 | . | 1 | 13 | -2 | 1.5 | 16 | 4
C[C@@H]1NC(=O)c2cc([N+](=O)[O-])cc(I)c2NCCCC[C@@H](C(N)=O)NC(=O)[C@H](CC(N)=O)NC1=O | -3 | 18 | -4 | -3 | -22 | -3 | -0.6 | -5 | 1
O=C1c2ccccc2C(=O)c2c(NCCCN(CCO)CCO)cccc21 | 0 | -5 | -13 | 6 | 53* | 14 | 0.4 | 39* | 0
Cc1cc(NC(=O)c2c(-c3c(F)cccc3Cl)noc2C)no1 | -10 | 7 | . | 4 | 0 | 0 | -1.9 | 16 | 2
CCc1ccccc1NC(=O)CN(C)C(=O)CN1C(=O)NC2(CCCCCC2)C1=O | -2 | -2 | 1 | -3 | 19 | 8 | 0.4 | -3 | 2
O=C(N/N=C/c1cccs1)c1cccc(NC(=O)c2ccc(Cl)cc2)c1 | -9 | -24 | -5 | -2 | -3 | 4 | 0.0 | 0 | -1
CN(C)C=Nc1ncc2c3ccccc3n(CCN(C)C)c2c1C#N | -7 | -15 | -3 | 0 | -37 | 2 | 0.3 | 101* | -3
C/C(=N\NC(=O)C(N)=O)c1cccc(C(F)(F)F)c1 | 1 | -3 | -5 | 0 | -9 | -2 | 0.3 | 9 | 0
Cc1ccc(NC(=S)N(Cc2cccs2)Cc2cc3cc(C)ccc3[nH]c2=O)cc1 | -11 | 5 | -5 | -3 | -21 | -1 | 1.9 | 9 | 0
Cc1occc1-c1nnc(SCC(=O)NCc2ccco2)n1CC(C)C | -9 | -2 | 3 | -2 | -31 | 3 | 0.8 | -22 | 1
S=C(NC1CCCCC1)N1CCN(Cc2ccccc2)CC1 | 2 | -26 | 4 | 0 | -7 | 8 | -1.9 | 1 | -3
Clc1ccc(SCc2cc(-c3ccccc3)no2)cc1 | -11 | -20 | 8 | -1 | 6 | 5 | -0.2 | -9 | -3
CC1=CC(C)(C)N(C(=O)CSc2nnc(N)s2)c2cc(C)c(C)cc21 | -10 | -27 | 1 | 10 | 8 | 7 | -2.6 | -11 | 0
CCn1c(CSc2ncccn2)nnc1SCC(=O)N1CCc2ccccc21 | -2 | 0 | -3 | -3 | 0 | 2 | -0.1 | -3 | -1
CCCCNC(=O)c1ccccc1NC(=O)c1ccc2c(c1)OCO2 | 1 | 4 | 4 | 4 | -29 | 8 | -0.5 | -9 | -1
CC(C)NC(=O)COC(=O)c1ccc(O)cc1 | 3 | -15 | 0 | -5 | 10 | -1 | 0.2 | 4 | -5
O=c1cc(-c2ccc([N+](=O)[O-])cc2)c2cc3c(cc2[nH]1)OCCO3 | -5 | 5 | -2 | -2 | 1 | 5 | -1.6 | -3 | 0
O=C(CC12CC3CC(CC(C3)C1)C2)NCC(=O)N1CCCC1 | -4 | -13 | -3 | -4 | -16 | 2 | 0.4 | 8 | 0
COc1ccccc1C/C(N)=N/OC(=O)c1cccc([N+](=O)[O-])c1 | -8 | -55 | -3 | -2 | -26 | 1 | 1.0 | -8 | -2

4 entries out of the list, arranged by heavy-atom count, rising.
SMILES | RBBP9 inhibitor | S1P4 antagonist | NPY Y1 blocker | Ba/F3 V617F tox | NPY-Y1 PAM-ag | BaF3 tox | S1P4 agonist | NPY2 pot ag | Runt-CBFb FRET
Clc1ccc(SCc2cc(-c3ccccc3)no2)cc1 | -11 | -20 | 8 | -1 | 6 | 5 | -0.2 | -9 | -3
COc1ccccc1C/C(N)=N/OC(=O)c1cccc([N+](=O)[O-])c1 | -8 | -55 | -3 | -2 | -26 | 1 | 1.0 | -8 | -2
CC1=CC(C)(C)N(C(=O)CSc2nnc(N)s2)c2cc(C)c(C)cc21 | -10 | -27 | 1 | 10 | 8 | 7 | -2.6 | -11 | 0
O=C(N/N=C/c1cccs1)c1cccc(NC(=O)c2ccc(Cl)cc2)c1 | -9 | -24 | -5 | -2 | -3 | 4 | 0.0 | 0 | -1
